# Bioassay records deposited in PubChem BioAssay by several laboratories.
# STAT1 activator: activators of IFN-gamma induced STAT1 signaling | NIH 3T3 STAT1-luciferase reporter, luminescence; 100% = IFN-gamma alone, no compound | activation (% of control), % at 5.5 µM | 200,000 tested, 2.6% active;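 active means activation above the screen-wide mean activation plus 3 SD, cut at about 130% in these data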;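 further: raw ratio to IFN-gamma control signal so 100% means no change and 0% no light; values of inactives mirror those of a sister screen read the other way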
# STAT1 blocker: STAT1 signaling inhibition; AID 920; NIH 3T3 STAT1-luciferase reporter, IFN-gamma, luminescence; inhibition, % at 5.5 µM; 200,000 tested, 0.35% active;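 active means inhibition above a set limit, the mean inhibition across all tested compounds plus 3 SD, cut at about 34% in these data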;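 further: 0% = IFN-gamma with DMSO and 100% = IFN-gamma with 300 µM nifuroxazide; values of inactives mirror those of a sister screen read the other way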
# RAM network inh: blocks the yeast RAM network | 190,000 tested, 1.8% active | S. cerevisiae dse1pr::URA3 reporter, 5-FOA growth OD615, 2 d; analog-sensitive cbk1-as2 kinase mutant strain | inhibition, % at 50 µM;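 active means inhibition above a set limit, 3 SD over mean compound inhibition, cut at about 8.4% in these data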;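 further: 0% = DMSO-only wells with no growth and 100% = 10 µM 1-NA-PP1 full growth; inhibition rescues growth on 5-FOA so higher OD means more RAM inhibition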
# Hsp70 activator: Hsp70 transcriptional activation, primary screen | HeLa Hsp70 promoter luciferase reporter, luminescence; scaled: vehicle 0, proteasome-inhibitor control 100% | activation, % at 10 µM | 200,000 tested, 0.04% active;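 active means activation above the mean across all tested compounds plus 3 SD, cutoff set per campaign, cut at about 5.5% in these data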;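 further: 100% = MG132 at 30 µM as the positive control and 0% = DMSO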
# APP 5UTR inh: APP translation inhibition; AID 1285; inhibition, % at 2 µM; 190,000 tested, 0.82% active; SH-SY5Y APP 5'UTR-luciferase reporter, luminescence;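 active means inhibition above a set limit, derived from the sample mean plus 3 SD, cut at about 45% in these data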; further: values of inactives mirror those of a sister screen read the other way
# STAT3 inh: reduces IL-6 driven STAT3 reporter signal | 190,000 tested, 0.89% active | U3A cells, IL-6 STAT3-luciferase reporter, luminescence; host cell line lacks STAT1 | inhibition, % at 5.5 µM;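 active means inhibition above the mean inhibition across all screened compounds plus 3 SD, cut at about 44% in these data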;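 further: 0% = DMSO only wells and 100% = 100 µM nifuroxazide control wells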
# NF-kB expr up: raises NF-kB expression in human neuronal cells; 190,000 tested, 1.6% active; NF-kB reporter expression; active compounds read high; AID 1239; fold change at 12.5 µM; in the data active means fold change above about 3.3
# STAT3 act: activators of IL-6 induced STAT3 signaling; 190,000 tested, 0.91% active; activation (% of control), % at 5.6 µM; U3A cells, IL-6 STAT3-luciferase reporter, luminescence; 100% = signal with IL-6 EC80 alone;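 active means activation above the screen-wide mean of compound activation plus 3 SD, cut at about 130% in these data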;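 further: 0% = background luminescence of wells with medium and substrate only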
#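 Test system: Human STAT1-deficient U3A cells with stable STAT3-luciferase reporter | Also added: Interleukin-6, 33 ng/mL | Timing: Compound pre-incubation 1 h before IL-6, then 6 h stimulation at 37 °C | Technique: Luciferase reporter luminescence | Read-out: Percent of IL-6-only median luminescence | Benchmarks: IL-6-only wells as 100% reference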
# APP 5'UTR act: APP 5'UTR luciferase reporter activation | SH-SY5Y APP 5'UTR luciferase reporter, luminescence; zero percent = DMSO vehicle wells | activation, % at 2 µM | 190,000 tested, 1% active | AID 1276;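 active means activation above a set limit, based on mean plus 3 SD of controls, cut at about 140% in these data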; further: values of inactives mirror those of a sister screen read the other way
# FLuc inhib CS: Photinus pyralis luciferase inhibition counter-screen; P08659; AID 1006; inhibition, % at 10 µM; ATPLite firefly luciferase biochemical luminescence, 10 min; 200,000 tested, 1.5% active;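 active means inhibition above about 50% when tested at 10 µM, limit read from the data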
# Target sequence (P08659 whole entry, looked up): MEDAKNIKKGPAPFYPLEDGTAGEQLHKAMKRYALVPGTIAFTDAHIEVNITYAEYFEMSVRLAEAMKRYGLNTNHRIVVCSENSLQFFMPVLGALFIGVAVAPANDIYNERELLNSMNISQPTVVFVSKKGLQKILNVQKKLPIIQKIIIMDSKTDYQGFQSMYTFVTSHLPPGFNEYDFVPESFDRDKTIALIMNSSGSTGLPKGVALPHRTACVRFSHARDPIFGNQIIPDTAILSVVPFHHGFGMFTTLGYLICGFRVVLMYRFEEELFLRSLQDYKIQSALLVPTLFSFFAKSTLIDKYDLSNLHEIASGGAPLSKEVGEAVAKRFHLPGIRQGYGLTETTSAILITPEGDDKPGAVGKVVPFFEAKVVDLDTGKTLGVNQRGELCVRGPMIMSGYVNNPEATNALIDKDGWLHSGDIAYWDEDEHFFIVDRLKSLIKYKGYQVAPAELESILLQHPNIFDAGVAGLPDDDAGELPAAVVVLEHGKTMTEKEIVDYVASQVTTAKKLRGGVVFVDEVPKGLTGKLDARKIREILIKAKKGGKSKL
# Active calls of the source: *; / = no result given.
SMILES,STAT1 activator,STAT1 blocker,RAM network inh,Hsp70 activator,APP 5UTR inh,STAT3 inh,NF-kB expr up,STAT3 act,APP 5'UTR act,FLuc inhib CS
CCOc1ccc(NC2CCN(C(C)=O)CC2)cc1,103,-3,-0.2,-0.1,4,6,1.1,99,-3,-6
CNC(=O)C(=O)NCC1OCCN1S(=O)(=O)c1ccc2c(c1)OCCO2 (stereo unspecified),97,4,0.6,-0.3,13,1,1.1,99,-13,-4
Cc1cccc(C)c1NC(=S)N(Cc1ccccc1)Cc1cccnc1,101,-2,1.0,0.0,-10,5,1.6,98,10,-4
COc1cc(C2c3c(oc4ccccc4c3=O)C(=O)N2c2ccc(C)cn2)ccc1O (stereo unspecified),106,-7,5.6,-0.4,-22,3,0.5,102,22,2
O=C(CN1CCC(Cc2ccccc2)CC1)NCCc1ccc(F)cc1,102,-4,2.6,-0.3,-11,-2,1.1,110,11,-7
O=C1CSC(c2cn(-c3ccccc3)nc2-c2cccs2)N1Cc1ccccc1 (stereo unspecified),106,-6,4.2,-0.2,11,7,1.3,100,-11,-7
Cc1c(NC(=O)c2c(N)sc3c2CCCC3)c(=O)n(-c2ccccc2)n1C,103,-3,0.0,-0.3,10,-6,1,105,-11,6
Cc1cccc(N2CCN(S(=O)(=O)c3ccc4c(c3)CCN4C(=O)CCC(=O)O)CC2C)c1 (stereo unspecified),98,3,3.4,0.0,0,1,1.2,103,0,-8
Cc1nnc2sc(SCc3ccccc3)nn2c1=O,88,13,2.7,-0.4,12,-3,1.1,105,-12,-5
N#CC1(Cc2ccccc2)c2ccccc2C=CN1C(=O)c1ccccc1 (stereo unspecified),100,0,8.7*,-0.1,-18,-2,1.1,99,18,-4
CCOc1ccc(-c2cc(N)n(S(=O)(=O)c3ccc(OC)cc3)n2)cc1,101,-1,1.9,0.2,-6,17,1.3,92,6,-7
CSc1ccc(/C=N/NC(=O)CN2CCN(Cc3ccccc3)CC2)cc1,91,10,0.5,-0.4,1,17,1.2,89,-1,-1
Cn1c(N2CCCC2)nc2c1c(=O)n(Cc1ccc(F)cc1)c(=O)n2C,101,-1,0.1,0.0,3,-2,0.58,104,-3,1
CCC(C)NC(=O)c1ccccc1NC(=O)C(C)N(c1ccccc1)S(C)(=O)=O (stereo unspecified),104,-2,0.9,-0.3,0,7,1,95,0,0
CCC(c1nnnn1CCOC)N1CCN(Cc2ccccc2)CC1 (stereo unspecified),102,-6,1.1,-0.2,7,-5,1.3,107,-7,-2
C/C(=N/NC(=O)C1CC1(c1ccccc1)c1ccccc1)c1ccco1 (stereo unspecified),98,3,1.5,-0.3,12,7,0.99,99,-12,-6
COc1ccc(CN(C(=O)/C=C/C(=O)c2ccc(OC)cc2O)C(C(=O)NC2CCCCC2)c2ccncc2)cc1 (stereo unspecified),92,9,3.2,-0.1,25,0,0.61,98,-25,-10
COc1ccccc1NS(=O)(=O)c1cc(NC(=O)c2ccco2)ccc1N1CCOCC1,86,15,1.9,-0.1,5,-13,1.1,110,-5,-8
CNc1nnc(-c2cc3cc(Cl)ccc3oc2=O)s1,115,-17,3.6,-0.2,-18,12,2.4,94,18,24
Cc1ccc(-n2nnnc2-c2ccco2)cc1,102,-2,1.0,-0.1,-5,-1,1.2,103,5,0
C#CCNC(=O)C1=C[C@H](C2CCCCC2)C[C@H](OCCCCO)O1,93,9,3.0,0.2,-8,/,0.97,/,7,-4
Cc1ccccc1/C=C/C(=O)N1CCOCC1,101,-3,-0.4,-0.1,-21,14,1.6,93,21,7
CCOC(=O)N1CCC(n2c(SCC(=O)NCCC3=CCCCC3)nc3ccccc3c2=O)CC1,96,4,5.4,-0.2,2,4,0.61,99,-2,-3
O=C(C1CCC1)N1CCc2cc(S(=O)(=O)NCc3ccccn3)ccc21,104,-4,-1.4,-0.5,8,-3,1,100,-8,-3
Cc1nc(N2CCOCC2)c2c(C)c(C(=O)Nc3ccc(F)cc3Cl)sc2n1,106,-7,4.8,0.0,-15,2,1.1,100,15,-6
C=CCOc1ccc(/C=C2\C(=N)N3N=C(S(=O)(=O)CC)SC3=NC2=O)cc1OC,104,-5,9.6*,-0.1,-7,8,1.4,104,7,-1
COc1cccc(Nc2ccc(-n3ccnc3)nn2)c1,109,-13,0.0,0.2,-7,-3,1.1,108,7,8
COc1cc(OC)c(C2=Nc3ccc(Br)cc3C(c3ccccc3)N2CC(=O)NN)cc1OC (stereo unspecified),96,3,-0.9,0.3,-7,2,1.2,99,7,-4
CCNC(=O)COC(=O)c1cc(-c2ccccc2)nn1-c1ccccc1,100,0,-0.1,-0.1,-4,7,1.4,100,4,0
O=C(NCc1ccccc1)c1cnc2n(c1=O)CCS2,102,-2,1.2,-0.2,-7,-3,1,106,7,-7
O=[N+]([O-])c1ccc(NC(=S)NCC(c2cccnc2)N2CCOCC2)cc1 (stereo unspecified),104,-5,1.7,-0.2,-5,4,1.1,98,5,-4
CSCCC(NS(=O)(=O)c1cccs1)C(=O)NCc1ccc(C)cc1 (stereo unspecified),102,-3,2.6,-0.2,-14,-3,1.1,106,14,0
CCn1c(/C=C/c2ccc([N+](=O)[O-])o2)nc2ccccc2c1=O,182*,-90,-0.5,0.6,4,26,4*,81,-4,-6
CCN(CC)C(=O)N1CCc2ccccc21,96,4,1.0,-0.3,1,-40,1.2,146*,-1,-5
Clc1ccc(OCc2nn3c(-c4ccco4)nnc3s2)cc1,101,-1,2.6,-0.1,11,37,0.9,71,-11,0
Cn1nc(C(=O)NCc2cccs2)c2ccccc2c1=O,88,13,0.8,-0.5,10,7,0.93,94,-10,4
O=C(COC(=O)COc1ccccc1)Nc1ccccc1OC(F)F,104,-5,3.6,-0.5,-19,8,1.1,99,19,-2
O=C(OCc1ccccn1)c1ccc(COc2ccccc2Cl)o1,108,-8,0.5,-0.4,-15,10,1.4,95,15,-3
NS(=O)(=O)c1ccc(-n2ncc3c(=O)[nH]c(SCC(=O)Nc4nccs4)nc32)cc1,103,-3,4.0,0.0,34,-3,1.2,102,-34,-6
C=CCn1c(SCC(=O)NC2CCS(=O)(=O)C2)nc2sc(CC)cc2c1=O (stereo unspecified),102,-3,-0.7,-0.4,2,-2,0.99,102,-2,-4

# 2 of the compounds above, with values under each structure.
# Each structure is followed by: STAT1 activator, STAT1 blocker, RAM network inh, Hsp70 activator, APP 5UTR inh, STAT3 inh, NF-kB expr up, STAT3 act, APP 5'UTR act, FLuc inhib CS
- O=C(COC(=O)COc1ccccc1)Nc1ccccc1OC(F)F
  104, -5, 3.6, -0.5, -19, 8, 1.1, 99, 19, -2
- O=C(OCc1ccccn1)c1ccc(COc2ccccc2Cl)o1
  108, -8, 0.5, -0.4, -15, 10, 1.4, 95, 15, -3

# Further compounds follow:
SMILES,STAT1 activator,STAT1 blocker,RAM network inh,Hsp70 activator,APP 5UTR inh,STAT3 inh,NF-kB expr up,STAT3 act,APP 5'UTR act,FLuc inhib CS
Cc1ccc(-c2nnc(SCC(=O)N/N=C/c3c(C)nn(-c4ccccc4)c3C)n2-c2ccccc2)cc1,102,-2,-1.3,-0.2,10,-2,0.93,101,-10,-3
CCOC(=O)N1CCC(N2CCN(Cc3ccc(C)o3)C(CCO)C2)CC1 (stereo unspecified),92,8,0.6,0.0,5,9,1.4,96,-5,-8
CCc1ccc(NC(=O)Cn2nnc(C(=O)NCc3cccs3)c2N)cc1,105,-7,2.7,-0.1,-16,15,0.89,92,16,2
COc1ccc(C2CCCN2C(=O)Nc2ccccc2)cc1OC (stereo unspecified),101,-1,1.3,-0.2,7,7,1.2,101,-7,-5
Cc1nc2c(=O)oc3ccccc3c2n1-c1ccccc1,98,1,1.8,-0.3,-8,5,1.3,100,8,-2
CCN(Cc1ccccc1)C(c1ccccn1)c1nnnn1C1CCCCC1 (stereo unspecified),101,1,5.1,-0.1,3,0,0.81,103,-3,-2
CCOc1c(Cl)cc(C(=O)Nc2ccccc2C(=O)O)cc1Cl,120,-21,0.9,0.3,6,-21,4*,124,-6,22
CN(C)S(=O)(=O)c1ccc2nnn(O)c2c1,104,-7,0.3,-0.3,-8,5,0.83,103,8,-1
COc1ccc(CCNC(=O)C(=O)NCC2CCCO2)cc1 (stereo unspecified),103,-1,-0.6,1.1,-28,-4,1.2,105,28,-7
CC(C)Cn1c(O)c(N=NC(=O)c2cccc(S(=O)(=O)N3CCCCC3)c2)c2ccccc21,98,2,5.8,-0.4,-5,-2,1.3,102,5,-2
CCCCN1C=CC(=C2N=c3cccc([N+](=O)[O-])c3=N2)C=C1,111,-13,0.8,-0.3,-28,-5,1,104,28,1
CC1CCCCC1NC(=O)C1CCN(S(=O)(=O)N2CCC3(CC2)OCCO3)CC1 (stereo unspecified),98,2,2.6,-0.3,2,9,1.1,96,-2,-4
O=C(CN(CC1CCCO1)C(=O)CNS(=O)(=O)c1ccccc1)NCc1ccco1 (stereo unspecified),97,2,2.7,0.1,-2,7,1,96,2,6
CCOC(=O)N1CCC(N(CCOC)C(=O)Nc2ccc(Cl)c(Cl)c2)CC1,95,4,0.8,-0.3,-9,-1,0.82,105,9,-3
CCc1cc(C(=O)OC)c(NC(=O)CC2Nc3cc(C)c(C)cc3NC2=O)s1 (stereo unspecified),103,-3,0.9,-0.2,4,-12,0.92,108,-4,-2
CCCOc1ccc(C(=O)CCN2CCN(C(=O)OCC)CC2)cc1,97,1,-0.4,-0.5,0,10,1.3,96,0,-9
C=CCn1c2ccccc2c2nnc(SCCCn3c(=O)[nH]c4ccccc43)nc21,93,8,6.0,-0.1,-10,7,0.4,96,10,-1
CCn1c(SCc2nc(-c3ccccc3)no2)nc2ccccc21,99,1,3.0,-0.3,-14,20,0.97,90,14,-4

# Seven of the entries above in order of the APP 5UTR inh value, falling:
canonical_smiles | APP 5UTR inh
Cc1nnc2sc(SCc3ccccc3)nn2c1=O | 12
O=C1CSC(c2cn(-c3ccccc3)nc2-c2cccs2)N1Cc1ccccc1 (stereo unspecified) | 11
Cc1ccc(-c2nnc(SCC(=O)N/N=C/c3c(C)nn(-c4ccccc4)c3C)n2-c2ccccc2)cc1 | 10
O=C(C1CCC1)N1CCc2cc(S(=O)(=O)NCc3ccccn3)ccc21 | 8
CCOC(=O)N1CCC(N2CCN(Cc3ccc(C)o3)C(CCO)C2)CC1 (stereo unspecified) | 5
CCn1c(/C=C/c2ccc([N+](=O)[O-])o2)nc2ccccc2c1=O | 4
CCN(CC)C(=O)N1CCc2ccccc21 | 1

# Ordered by number of heavy atoms (largest number first): three of the compounds above.
SMILES,STAT1 activator,STAT1 blocker,RAM network inh,Hsp70 activator,APP 5UTR inh,STAT3 inh,NF-kB expr up,STAT3 act,APP 5'UTR act,FLuc inhib CS
CC1CCCCC1NC(=O)C1CCN(S(=O)(=O)N2CCC3(CC2)OCCO3)CC1 (stereo unspecified),98,2,2.6,-0.3,2,9,1.1,96,-2,-4
CSc1ccc(/C=N/NC(=O)CN2CCN(Cc3ccccc3)CC2)cc1,91,10,0.5,-0.4,1,17,1.2,89,-1,-1
Cc1ccc(-n2nnnc2-c2ccco2)cc1,102,-2,1.0,-0.1,-5,-1,1.2,103,5,0
